Assay outcomes: PubChem, several laboratories
KCC2 mod = KCC2 (human) Cl- transport modulation; Q9H2X9; KCC2 cells, thallium flux FluoZin-2 fluorescence; B-score of Tl+ flux slope (higher = more flux/activation; lower = inhibition) at 10 µM; 2.2% of 190,000 active;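 active means thallium flux slope and its plate-corrected score both differing from the plate sample mean at a set confidence after two filtering rounds, in either direction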;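 further: slope of fluorescence scaled to starting intensity during 10 to 20 s after thallium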
TNF necrop inh = inhibitors of TNF-alpha induced necroptosis in Jurkat FADD-/- cells; activation (protection from cell death), % at 10 µM; Jurkat FADD-/- TNF necroptosis rescue, ATP luminescence, 24 h; 0 = TNF only, 100 = no-TNF cells; 0.068% of 220,000 active; AID 463075;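 active means activation, meaning protection from cell death, of at least 50% relative to plate controls; inactive means activation below 50%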;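 further: necroptosis triggered by 40 ng/mL TNF-alpha added together with compound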
Mdm2 ligase inh = Mdm2 E3 ligase (human) inhibition; Q00987; cell-based MDM2 ubiquitination luciferase reporter, 2 h; 0 = plate control, 100 = twice control, blank-subtracted; signal enhancement, % at 5 µM; 0.11% of 210,000 active; AID 1230;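 active means signal enhancement of 30% or more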;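 further: luminescence tracks abundance of the self-degrading MDM2-luciferase fusion protein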
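Test system: stable mammalian line carrying autodegrading MDM2–luciferase fusion reporter; quantity: 2000 cells in each well; times: 4 h cell settling then 2 h compound exposure, 37 °C; detection: luminescence with SteadyLite reagent, 15 min at room temperature; evaluation: percent signal gain over controls, blank-subtracted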
Calpain2 inh = blocks pig calpain II enzyme activity; purified calpain II, fluorogenic peptide substrate, 30 min; inhibition, % at 16 µM; 0.37% of 220,000 active;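 active means inhibition above about 50%, limit read from the data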
eIF4E 4G PPI = blocks eIF4E binding to eIF4G | AID 782 | TR-FRET eIF4E-eIF4GI(517-606) binding, 2 h | 0.37% of 220,000 active | P63073+Q04637 | inhibition, % at 21.7 µM;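 active means inhibition above about 30%, limit read from the data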;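 further: 0% = full FRET control wells and 100% = background wells lacking eIF4GI fragment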
EBV gp42 block = inhibitors of Epstein-Barr virus glycoprotein 42. Fluorescence polarization binding assay, mP read-out. inhibition, % (tested at 21.74 µM). Q1HVG2. 0.42% of 220,000 active. AID 1085; in the data active means inhibition above about 50%
Target sequence (Q1HVG2 whole entry, looked up): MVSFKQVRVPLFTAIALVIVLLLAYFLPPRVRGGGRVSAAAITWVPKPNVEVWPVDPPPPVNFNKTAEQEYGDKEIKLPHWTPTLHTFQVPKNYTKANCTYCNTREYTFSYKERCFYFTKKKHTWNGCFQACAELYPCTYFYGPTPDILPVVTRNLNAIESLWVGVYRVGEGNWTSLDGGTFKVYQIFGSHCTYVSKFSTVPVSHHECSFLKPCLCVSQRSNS
zVAD death inh = blocks zVAD induced death of L929 cells; L929 zVAD necroptosis rescue, ATP luminescence, 24 h; with zVAD 60 µM; viability rescue, % at 10 µM; 0.38% of 220,000 active;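 active means activation, scaled between plate controls, above about 75%, limit read from the data; inactive means activation under that limit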;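 further: 0% = zVAD with DMSO and 100% = DMSO alone without zVAD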
Rad51 HR inh = blocks human Rad51 in homologous recombination; Q06609; hRad51 DNA strand exchange, fluorescence dequenching; inhibition, % at 10 µM; 0.085% of 200,000 active; AID 1385;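 active means inhibition above 40% at the single screening dose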;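 further: 0% = DMSO control wells and 100% = blanks with heterologous ssDNA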
Target sequence (Q06609 whole entry, looked up): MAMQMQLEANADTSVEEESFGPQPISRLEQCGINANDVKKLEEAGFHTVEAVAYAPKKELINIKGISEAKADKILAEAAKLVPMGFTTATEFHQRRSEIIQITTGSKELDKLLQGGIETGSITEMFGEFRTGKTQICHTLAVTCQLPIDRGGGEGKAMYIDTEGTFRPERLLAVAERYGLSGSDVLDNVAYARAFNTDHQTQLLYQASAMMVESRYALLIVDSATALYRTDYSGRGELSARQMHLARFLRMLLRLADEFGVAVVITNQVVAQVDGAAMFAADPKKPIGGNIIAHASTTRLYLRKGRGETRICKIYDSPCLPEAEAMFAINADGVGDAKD
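System: hRad51 filaments on single-stranded DNA; reagent: Fluorescein- and BHQ1-tagged 47-mer duplex; compound dosing: one concentration, 10 µM final; timing: filaments 15 min 37 °C, then compound 30 min; measured by: fluorescein emission 520 nm, excitation 485 nm; benchmarks: per-plate controls and blanks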
PERK inhibitor = human PERK inhibition, primary cell-based screen | 0.17% of 220,000 active | CHO PERK-DD fusion, SEAP luminescence translation reporter | inhibition, % at 5.6 µM | Q9NZJ5;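 active means inhibition above the mean inhibition of all tested compounds plus 3 SD, set separately per screening campaign, cut at about 2.9% in these data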;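 further: PERK kinase domain activated by AP20187 dimerizer at 100 nM; 0% = DMSO with dimerizer and 100% = rapamycin at 8.4 µM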
Numbers without * were called inactive; i = inactive; x = not tested or not shown; [ ] = another dose, or the depositor's remark.

1	COc1ccccc1-c1c(-c2ccc(O)cc2O)n[nH]c1C(F)(F)F
2	Cc1cc(S(=O)(=O)NCc2ccco2)c(C)s1
3	Nc1nc(-c2cccnc2)nn1S(=O)(=O)c1ccccc1
4	COc1ccc(NC(=O)CN2CCN(c3ccccc3)CC2)cc1
5	CCC(=O)N1CCc2cc(S(=O)(=O)N3CCc4ccccc4C3)ccc21
6	C=C(C)CN1CCN(S(=O)(=O)c2ccc(C)c(N(C)S(=O)(=O)c3ccc(C)cc3)c2C)CC1
7	CCCCNC(=O)c1cc2c(=O)n3cccc(C)c3nc2n(Cc2ccncc2)c1=N
8	COc1ccc(/C=N/NC(=O)c2cccnc2)cc1CN1CCCc2ccccc21
9	CCN(C(=O)COC(=O)c1n[nH]c2ccccc12)C1CCS(=O)(=O)C1 (centres undefined)
10	COc1ccc(NC(=O)C2=C(C)NC(=O)NC2c2cccs2)c(OC)c1 (centres undefined)
assay / entry,1,2,3,4,5,6,7,8,9,10
KCC2 mod,-0.8,0.0083,x,-0.061,x,-0.97,-0.7,x,0.34,-0.4
TNF necrop inh,-11,-2.5,-0.6,1.6,-1.0,3.7,-1.9,-4.8,1.5,0.4
Mdm2 ligase inh,-11,-12,-2,-2,-17,-14,-14,-1,-1,-3
Calpain2 inh,18,-9,-11,-4,54*,36,i,-23,1,-16
eIF4E 4G PPI,3,-5,1,1,-10,0,6[fluorescence artefact?],6,-2[fluorescence artefact?],2
EBV gp42 block,-7,-7,4,-10,-11,-6,8,-3,-10,-26
zVAD death inh,2.2,0.1,1.1,0.1,0.6,0.3,-0.5,-0.2,0.4,7.9
Rad51 HR inh,-12,x,2,4,1,-7,3,x,1,0
PERK inhibitor,-0.6,-1.0,0.9,0.5,0.7,-1.1,-0.8,-0.1,0.8,0.7

In a second layout: results already given
entry | Compound | KCC2 mod | TNF necrop inh | Mdm2 ligase inh | Calpain2 inh | eIF4E 4G PPI | EBV gp42 block | zVAD death inh | Rad51 HR inh | PERK inhibitor
5 | CCC(=O)N1CCc2cc(S(=O)(=O)N3CCc4ccccc4C3)ccc21 | x | -1.0 | -17 | 54* | -10 | -11 | 0.6 | 1 | 0.7
6 | C=C(C)CN1CCN(S(=O)(=O)c2ccc(C)c(N(C)S(=O)(=O)c3ccc(C)cc3)c2C)CC1 | -0.97 | 3.7 | -14 | 36 | 0 | -6 | 0.3 | -7 | -1.1

Further results follow:
11	CCn1c(Cc2ccccc2)nnc1SCC(=O)Nc1cc(C)on1
12	COC(=O)c1cc2nc(-c3ccc(OC)c(OC)c3)cc(C(F)(F)F)n2n1
13	Nc1nc(CN2CCc3ccccc3C2)nc(Nc2ccccc2)n1
14	COCCN(CCOC)c1ncc(Cl)c(C(=O)c2c(C)cc3ccccn23)n1
15	CCC(=O)n1nc(-c2ccco2)nc1SCc1ccccc1
16	O=C(CCl)Nc1ccccc1C(=O)c1ccccc1
17	CCN(C(=O)COC(=O)c1cc(OC)c(OC)cc1[N+](=O)[O-])C1CCS(=O)(=O)C1 (centres undefined)
18	O=C1OC(Nc2cc(Br)cc3cccnc23)c2ccccc21 (centres undefined)
19	Cn1c(C(=O)N2CCN(c3cccc(C(F)(F)F)c3)CC2)cc2sccc21
20	Cc1cc(C)c2oc(-c3ccc(Cl)c(NC(=O)c4ccc(C#N)cc4F)c3)nc2c1
assay / entry,11,12,13,14,15,16,17,18,19,20
KCC2 mod,-0.99,x,-1,-1.2,-0.11,0.37,-0.58,-0.12,1.6,0.71
TNF necrop inh,-0.6,-0.4,0.0,-4.9,-1.5,-3.3,-0.4,-1.8,0.7,-4.8
Mdm2 ligase inh,-21,-8,7,-11,-19,-6,-2,-16,10,0
Calpain2 inh,-10,-158,1,4,10,-18,-18,28,9,-128
eIF4E 4G PPI,-1,-6,-1,4,0,-2,3,1,6,3
EBV gp42 block,-11,-14,-5,1,-4,3,-101,2,-5,-22
zVAD death inh,0.1,2.6,-0.6,0.0,-0.3,0.0,2.8,1.0,0.6,-0.3
Rad51 HR inh,0,-2,0,-9,-3,12,5,0,-8,x
PERK inhibitor,-0.9,1.2,-0.2,-1.4,1.2,0.7,1.4,0.0,-0.2,1.0

Whole records as entered above. Values in the order: KCC2 mod | TNF necrop inh | Mdm2 ligase inh | Calpain2 inh | eIF4E 4G PPI | EBV gp42 block | zVAD death inh | Rad51 HR inh | PERK inhibitor
`Nc1nc(CN2CCc3ccccc3C2)nc(Nc2ccccc2)n1` across the screens: -1 | 0.0 | 7 | 1 | -1 | -5 | -0.6 | 0 | -0.2
`CCN(C(=O)COC(=O)c1cc(OC)c(OC)cc1[N+](=O)[O-])C1CCS(=O)(=O)C1` (centres undefined) across the screens: -0.58 | -0.4 | -2 | -18 | 3 | -101 | 2.8 | 5 | 1.4
`Cn1c(C(=O)N2CCN(c3cccc(C(F)(F)F)c3)CC2)cc2sccc21` across the screens: 1.6 | 0.7 | 10 | 9 | 6 | -5 | 0.6 | -8 | -0.2
`Cc1cc(C)c2oc(-c3ccc(Cl)c(NC(=O)c4ccc(C#N)cc4F)c3)nc2c1` across the screens: 0.71 | -4.8 | 0 | -128 | 3 | -22 | -0.3 | x | 1.0
`COCCN(CCOC)c1ncc(Cl)c(C(=O)c2c(C)cc3ccccn23)n1` across the screens: -1.2 | -4.9 | -11 | 4 | 4 | 1 | 0.0 | -9 | -1.4

Later entries.
21	O=C(OCC(=O)N1CCCCC1)c1cc(NS(=O)(=O)c2ccc(Cl)c([N+](=O)[O-])c2)ccc1O
22	COc1ccc(-c2nc(N3CCOCC3)nc3n[nH]c(N)c23)cc1
23	O=C(CN1CCN(c2ccccc2F)CC1)c1c[nH]c2ccccc12
24	COc1cccc(/C=N/n2c(SC)nnc2-c2ccccc2)c1O
25	COc1ccc(CNc2nc3ccccc3n2CCN2CCCCC2)c(OC)c1
26	Cc1cnnc2c1-c1no[n+]([O-])c1CC2
27	CCOc1ccc(CN(C(=O)c2cc3ccccc3oc2=O)C2CC2)cc1
28	CCN(CC)S(=O)(=O)c1ccc(N2CCCCC2)c(NC(=O)/C(C#N)=C/c2ccc(OC)cc2)c1
29	O=C1c2ccccc2-c2n[nH]c(=O)c3ccc(N4CCCCC4)c1c23
30	Fc1cccc(C2CC(c3cccc(Br)c3)Nc3nnnn32)c1 (centres undefined)
assay / entry,21,22,23,24,25,26,27,28,29,30
KCC2 mod,-0.24,0.28,-4.3*,x,0.072,1.2,-1.2,-0.42,0.4,-0.11
TNF necrop inh,1.1,-5.7,0.2,-6.6,5.1,-6.3,2.0,-1.2,-6.5,1.4
Mdm2 ligase inh,-4,-18,0,-6,-16,-2,-3,0,-9,-9
Calpain2 inh,-7,9,-8,-30,10,4,2,-13,-56,41
eIF4E 4G PPI,3,-2,-1,-2,0,-3[fluorescence artefact?],2,-20,-2,0
EBV gp42 block,-17,-1,-23,-4,-21,-17,-13,-11,4,-4
zVAD death inh,0.4,75*,0.2,1.4,0.6,0.9,-0.5,-0.6,70,-0.1
Rad51 HR inh,-1,-4,x,-6,-13,-1,-13,11,14,1
PERK inhibitor,0.6,0.6,-1.1,2.0,-1.4,0.0,-0.2,-0.2,0.7,0.9

31	Cc1nc(CS(=O)(=O)c2ccccn2)sc1C(=O)NNC(=O)c1ccccc1
32	CNC(=S)N(Cc1ccccc1)Cc1cccnc1
33	C/C(CCC(C)C)=N\NS(=O)(=O)c1ccc(C)c([N+](=O)[O-])c1
34	Cc1cccc(NC(=O)Cn2cnc3ccc(S(=O)(=O)N4CCC(C)CC4)cc3c2=O)n1
35	CC12CCC(C/C1=N/NC(=O)Nc1ccccc1)C2(C)C (centres undefined)
36	O=C(NC1CCCCC1)C(c1ccc(O)c(O)c1)N(C(=O)Cn1nnc2ccccc21)c1cccc(O)c1 (centres undefined)
37	COc1ccccc1-c1c(C)nn2c(N3CCCCCC3)cc(C)nc12
38	CCOc1ccc(-c2nnn(CC(=O)Nc3ccccc3OC)n2)cc1OCC
39	CCOC(=O)/C(C#N)=C1/SC(CC)C(=O)N1c1ccc(Br)cc1 (centres undefined)
40	O=C(Cn1cnc2ccccc21)N/N=C/c1ccccn1
assay / entry,31,32,33,34,35,36,37,38,39,40
KCC2 mod,-0.29,-1.5,0.083,1.1,0.16,1.3,-1.2,-0.053,0.68,-0.42
TNF necrop inh,3.5,5.5,-0.5,0.7,1.7,-0.7,-3.7,-1.6,0.0,-3.3
Mdm2 ligase inh,-2,10,-11,-3,-16,-12,-17,-16,-9,-27
Calpain2 inh,-8,-24,4,-98,22,-39,-3,31,-9,21
eIF4E 4G PPI,-1,5,0,7,4,3,0,4,2,-1
EBV gp42 block,-8,-21,-1,-18,-2,-17,2,-24,-12,-11
zVAD death inh,0.0,0.7,-0.1,0.5,73,0.1,-0.7,-0.3,0.1,0.2
Rad51 HR inh,21,-4,16,-1,0,x,7,-5,2,9
PERK inhibitor,0.6,0.7,1.0,-0.7,-0.3,0.0,-0.4,0.6,0.1,2.1

41	CCn1c(SCc2ccc(C#N)cc2)nnc1-c1ccc(S(=O)(=O)N2CCCCC2)cc1
42	Cc1ccc(C)c(NS(=O)(=O)c2ccc3[nH]c(=O)[nH]c3c2)c1
43	CCOC(=O)C1CCCN(C(=O)c2cnn3c(C(F)(F)F)cc(-c4ccccc4)nc23)C1 (centres undefined)
44	O=S(=O)(c1ccc(-n2cnnn2)cc1)N(C1CCCCC1)C1CCCCC1
45	OCC1(Cc2ccc(Cl)cc2)CCN(Cc2ccc3nsnc3c2)CC1
46	Cc1cc(C(=O)CN2C(=O)NC3(CCCC3)C2=O)c(C)n1-c1ccc2c(c1)OCO2
assay / entry,41,42,43,44,45,46
KCC2 mod,-0.32,0.08,-0.23,-1.5,1.2,0.054
TNF necrop inh,-12,-1.4,0.2,-2.7,4.5,2.5
Mdm2 ligase inh,-20,-4,4,-16,14,-2
Calpain2 inh,-16,-23,-24,12,-11,-5
eIF4E 4G PPI,4,-5,-5,3,1,-2
EBV gp42 block,-8,4,-2,-14,0,4
zVAD death inh,-0.5,-0.1,0.2,0.0,12,0.3
Rad51 HR inh,12,x,1,-6,7,-5
PERK inhibitor,-1.4,0.1,-1.6,0.9,1.1,-0.1

Hits appear at their usual frequency. Share with any hit: about 3.6%.
